MC4R antag cAMP – human MC4R antagonism in cAMP assay | P32245 | MC4R-expressing cells, MTII-stimulated cAMP, LANCE TR-FRET | inhibition, % at 6.5 µM | 360,000 tested, 0.48% active | AID 540295;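 active = inhibition above its plate's cutoff, the mean of tested wells on that plate plus 3 SD, cut at about 29% in these data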;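 note: 0% = Melanotan II alone and 100% = Melanotan II plus saturating MCL0020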
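Material – human MC4R-expressing U2OS cells · Repeats – no replicates · Detection – TR-FRET with Eu-cAMP and labeled anti-cAMP, 671 nm · Times – compound 30 min, challenge 1 h, detection 1 h · Compound – single nominal compound dose of 6.5 µM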
MC4R ag barr – agonists of human melanocortin 4 receptor (MC4R) beta-arrestin | P32245 | U2OS MC4R beta-arrestin complementation, luminescence; percent of melanotan II response, DMSO zero | activation, % at 8.9 µM | 360,000 tested, 0.98% active | AID 540308;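 active = activation above a per-plate cutoff, the mean activation of sample wells on that plate plus 3 SD, cut at about 8% in these data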
NOD2-RIPK2 inh – inhibitors of human NOD2-RIPK2 interaction | AID 624267 | 360,000 tested, 0.38% active | CHO BLA complementation NOD2-RIPK2, CCF4 ratio | inhibition, % at 4.98 µM; in the data active = inhibition above about 21%;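 note: 0% = vehicle only and 100% = reference blocker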
ABHD5-PLIN5 inh – inhibitors of human ABHD5-perilipin-5 interaction. Q00G26+Q8WTS1. Split G. princeps luciferase complementation, luminescence, 4 h. inhibition, % at 4 µM. 360,000 tested, 0.78% active. AID 602281;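 active = inhibition above the mean inhibition across every tested compound plus 3 SD, cut at about 22% in these data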;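 note: 0% = DMSO only wells and the 100% control is not disclosed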
EBV LMP1 NFkB – Epstein-Barr LMP1 NF-kappaB reporter inhibition | LMP1-induced NF-kappaB luciferase reporter cells, luminescence | inhibition, % at 12.5 µM | 350,000 tested, 0.69% active | AID 504558; in the data active = inhibition above about 41%;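 note: 0% = neutral control wells and 100% = reference inhibitor control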
COUP-TFII inh – NR2F2 (human) inhibition, primary screen | P24468 | HEK293T NGFI-A luciferase reporter, luminescence | inhibition, % at 8.6 µM | 370,000 tested, 0.7% active;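 active = inhibition above a per-plate cutoff, mean inhibition of test wells between control levels plus 3 SD, cut at about 38% in these data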;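 note: cells cotransfected with COUP-TFII expression vector driving the NGFI-A reporter; 0% = median of COUP-TF2 test wells and 100% = reporter-only cells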
SRC2 inh – human SRC2 (NCOA2) inhibition; AID 651957; Q15596; 370,000 tested, 0.17% active; HEK293 GAL4-SRC2 luciferase reporter, luminescence; inhibition, % at 9 µM;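 active = inhibition above the mean inhibition of all tested compounds plus 3 SD, set per campaign, cut at about 52% in these data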;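 note: 0% = DMSO treated cells and 100% = cells given Gossypol at 36 µM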
Target sequence (Q15596 whole entry, looked up, the tested form may be a part): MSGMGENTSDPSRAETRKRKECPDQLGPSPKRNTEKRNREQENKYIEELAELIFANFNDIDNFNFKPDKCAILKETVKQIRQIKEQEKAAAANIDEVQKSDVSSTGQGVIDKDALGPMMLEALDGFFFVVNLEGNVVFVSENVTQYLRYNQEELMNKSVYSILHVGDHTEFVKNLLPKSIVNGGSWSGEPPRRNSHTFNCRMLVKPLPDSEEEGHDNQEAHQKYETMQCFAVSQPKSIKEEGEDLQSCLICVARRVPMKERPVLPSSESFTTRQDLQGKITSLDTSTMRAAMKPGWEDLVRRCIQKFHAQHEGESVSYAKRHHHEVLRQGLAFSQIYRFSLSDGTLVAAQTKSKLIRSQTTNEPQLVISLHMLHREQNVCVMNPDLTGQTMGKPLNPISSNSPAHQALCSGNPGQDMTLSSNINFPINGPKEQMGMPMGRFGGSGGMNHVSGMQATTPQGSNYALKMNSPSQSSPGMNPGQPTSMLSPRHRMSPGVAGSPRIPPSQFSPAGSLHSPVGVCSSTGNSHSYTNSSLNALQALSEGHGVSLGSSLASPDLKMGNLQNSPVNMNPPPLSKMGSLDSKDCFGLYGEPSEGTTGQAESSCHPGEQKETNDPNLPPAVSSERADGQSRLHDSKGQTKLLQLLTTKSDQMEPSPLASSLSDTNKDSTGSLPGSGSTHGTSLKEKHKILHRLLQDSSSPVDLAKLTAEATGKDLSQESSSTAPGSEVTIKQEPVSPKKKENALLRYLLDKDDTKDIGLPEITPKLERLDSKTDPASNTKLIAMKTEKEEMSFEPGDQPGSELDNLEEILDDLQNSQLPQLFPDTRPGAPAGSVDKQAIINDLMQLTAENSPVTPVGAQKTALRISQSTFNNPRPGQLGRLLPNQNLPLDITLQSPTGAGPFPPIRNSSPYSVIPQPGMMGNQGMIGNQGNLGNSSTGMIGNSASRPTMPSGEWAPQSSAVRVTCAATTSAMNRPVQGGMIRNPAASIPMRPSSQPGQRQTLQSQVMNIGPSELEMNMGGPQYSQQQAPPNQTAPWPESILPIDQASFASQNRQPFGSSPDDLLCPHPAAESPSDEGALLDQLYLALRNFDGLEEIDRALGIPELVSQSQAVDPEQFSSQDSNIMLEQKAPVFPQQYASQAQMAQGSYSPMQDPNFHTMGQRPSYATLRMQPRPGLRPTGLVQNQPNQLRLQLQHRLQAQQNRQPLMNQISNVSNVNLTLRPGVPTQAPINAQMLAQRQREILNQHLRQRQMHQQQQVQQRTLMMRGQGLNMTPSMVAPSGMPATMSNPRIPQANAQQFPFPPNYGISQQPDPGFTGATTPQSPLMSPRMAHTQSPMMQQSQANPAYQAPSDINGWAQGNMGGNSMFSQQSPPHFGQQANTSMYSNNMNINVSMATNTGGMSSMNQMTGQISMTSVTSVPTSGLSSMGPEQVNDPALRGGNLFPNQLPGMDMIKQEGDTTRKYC
NCOA1 inh – inhibits human SRC1 coactivator; 360,000 tested, 0.12% active; AID 588354; inhibition, % at 3.6 µM; HEK293 GAL4-SRC1 luciferase reporter, luminescence;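 active = inhibition above the campaign mean plus 3 SD, with each screening campaign given its own cutoff, cut at about 60% in these data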;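 note: 0% = DMSO treated cells and 100% = gossypol at 36 µM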
NCOA3 inh – inhibits human SRC3 coactivator; 360,000 tested, 0.17% active; Q9Y6Q9; inhibition, % at 3.6 µM; HEK293 GAL4-SRC3 luciferase reporter, luminescence;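 active = inhibition above a per-campaign cutoff, the mean of all compounds plus 3 SD, cut at about 60% in these data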;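 note: 0% = DMSO-treated cells and 100% = gossypol-treated cells at 36 µM; higher means less SRC3-driven luciferase light from the GAL4 reporter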
NR5A2 inv ag – NR5A2 inverse agonism in reporter assay. 360,000 tested, 0.13% active. HEK293T StAR-luciferase reporter, LRH-1 transfected, 24 h. inhibition, % at 3.6 µM. AID 602396;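 active = inhibition above the mean inhibition of all tested compounds plus 3 SD, cut at about 73% in these data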;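 note: 0% = DMSO wells and 100% = reporter-only cells lacking LRH-1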
TLR9-MyD88 block – inhibitors of human TLR9-MyD88 binding; CHO BLA complementation TLR9-MyD88, CCF4 FRET ratio; inhibition, % at 4.98 µM; 340,000 tested, 0.21% active; AID 504734;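 active = inhibition above the mean over all tested compounds plus 3 SD, cut at about 21% in these data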;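 note: 0% = DMSO only wells and 100% = clavulanate BLA inhibitor control wells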
* marks the source's active call; other numbers are inactive results; x = not tested or not shown; & = joins results of further samples. A portion of the library; count on the stated rates, not on these rows.

SMILES | MC4R antag cAMP | MC4R ag barr | NOD2-RIPK2 inh | ABHD5-PLIN5 inh | EBV LMP1 NFkB | COUP-TFII inh | SRC2 inh | NCOA1 inh | NCOA3 inh | NR5A2 inv ag | TLR9-MyD88 block
CCCOc1ccc(C2C(=O)N(C3CCCCCC3)CC(=O)N2Cc2ccco2)cc1OC (configuration not stated) | 9 | -0.6 | 2 | -3 | -3 | -9 | 2 | -21 | 11 | -12 | -1
COc1ccc(Nc2nc(NCC3CCCO3)nc(N)c2[N+](=O)[O-])cc1 (configuration not stated) | 0 | -1.9 | 3 | -2 | -12 | 8 | 18 | 9 | 16 | 23 | -3
CN(C)S(=O)(=O)c1cccc(N=c2scc(-c3ccc4c(c3)NC(=O)CO4)n2CC2CCCO2)c1 (configuration not stated) | 5 | -2.2 | 1 | 4 | -5 | 24 | 1 | -15 | 3 | 11 | 2
Cc1cc(C(=O)Nc2ccncc2)c(C)o1 | -2 | 2.9 | 3 | 15 | 4 | -6 | -11 | 7 | 38 | 12 | 4
O=C(Cc1ccc(Cl)cc1)N1CCN(c2ccc(F)cc2)CC1 | 0 | -1.9 | 12 | 1 | 1 | -6 | 8 | -11 | -12 | -1 | 1
CCc1cc(=O)oc2cc(C)cc(OCC(=O)NCCCn3ccnc3)c12 | -1 | -2.4 | -2 | -1 | -11 | -8 | 4 | -27 | -33 | -3 | 3
Cc1cc(NC(=O)CSc2nc(Cc3ccc(O)cc3)c(C)[nH]2)no1 | 4 | -0.3 | -18 | 4 | -12 | -13 | -1 | 3 | 19 | 11 | -22
COc1ccc(C(=O)NCCNC(=O)c2ccccn2)cc1 | 23 | 0.8 | 1 | -7 | 1 | 8 | -13 | -18 | 2 | -16 | -11
COc1ccc(OC)c(/C=N/NC(=O)c2cc3c(OC)c(OC)ccc3[nH]2)c1 | 0 | 2.1 | 1 | -7 | 8 | -32 | -5 | 7 | -7 | 38 | 1
Nn1c(SCC(=O)Nc2ccccc2Oc2ccccc2)nnc1C1CC1 | -1 | -2.5 | -2 | 2 | 8 | 2 | -16 | -26 | 16 | -8 | 1
CCOC(=O)C1(Cc2cccc(OC)c2)CCN(Cc2cccc3c2OCO3)CC1 | 13 | 1.6 | 3 | -1 | 9 | 6 | -10 | 11 | 9 | 6 | -8
COc1ccc(Cl)cc1C(=O)N1CCN=C1SC | 2 | -1.7 | -2 | 5 | 2 | -14 | -29 | -16 | -11 | -4 | 5
O=C(CSc1nnc(NC(=O)c2ccccc2[N+](=O)[O-])s1)NC1CCCC1 | 12 | -1.0 | -4 | 6 | -5 | -13 | 19 | 0 | 13 | -10 | 1
COc1ccccc1NC(=O)CCN1CCCCCC1 | 4 | -1.3 | -3 | -5 | -11 | -14 | 12 | -12 | 9 | -3 | 3
CC1(C)CC(O)CC(C)(C)N1CC(O)COCc1ccccc1 (configuration not stated) | 26 | -3.5 | -6 | 5 | 13 | -2 | 2 | -15 | -18 | 23 | -5
CSc1cccc(NC(=O)C2(S(=O)(=O)c3ccc(C)cc3)CC2)c1 | 5 | -1.9 | -3 | -3 | -2 | -2 | -2 | -5 | 8 | -20 | -6
COc1ccc(NC(=O)CSc2nnc(Cc3cccn3C)n2-c2ccc(F)cc2)cc1OC | 7 | 0.1 | -3 | 3 | -13 | 2 | 11 | -4 | 6 | -5 | -9
CCCN1CN=C(Nc2nc3ccccc3o2)NC1 | 15 | 0.2 | 4 | 5 | -8 | -38 | -54 | -49 | -35 | -46 | x
Cc1cc(C(=O)OCC(=O)N2CC(C)OC(C)C2)ccc1[N+](=O)[O-] (configuration not stated) | 19 | 1.6 | -5 | 3 | -1 | 1 | -8 | 6 | -3 | 21 | 7
Cc1ccccc1OCCCc1c(C)n[nH]c1C | 7 | 2.9 | 5 | -8 | 8 | -6 | -22 | 4 | 10 | -15 | 1
Cc1cc(C)cc(NC(=O)c2cc3c(=O)n4ccccc4nc3s2)c1 | 9 | -1.5 | -1 | 2 | 20 | 6 | -5 | -10 | -15 | 3 | 5
CC(C)CNc1ncnc2c1ncn2[C@H]1CN(Cc2ccc(C(=O)O)cc2)C[C@@H](CO)O1 | -4 | -0.5 | -2 | 13 | x | 11 | 5 | 4 | -1 | -7 | x
Nc1ccc(S(=O)C(F)(F)F)cc1 (configuration not stated) | 7 | -0.5 | -6 | 2 | 0 | -1 | 10 | -11 | -3 | 5 | 7
CN(CC(=O)Nc1ccc(SC(F)F)cc1)C1CCCCC1 | 7 | -1.7 | 7 | -5 | -8 | 8 | 12 | -4 | 1 | 4 | 1
Cc1ccc(S(=O)(=O)N(C)CC(=O)NNC(=O)Cc2ccccc2F)cc1 | 17 | 1.1 | -10 | -1 | -8 | -12 | -25 | -3 | -3 | 8 | -6
O=c1ccn(Cc2ccccc2)c(SCc2ccccc2)n1 | 8 | -0.2 | 3 | 0 | 7 | -4 | -6 | 4 | -5 | -1 | -3
CN(C)c1nc(NS(=O)(=O)c2ccc(Cl)cc2)nc(N(C)C)n1 | -2 | 1.6 | -11 | 8 | -6 | 0 | 12 | 5 | -2 | 7 | 8
CC(C)(C)NC(=S)N1CCC(C(=O)c2ccc(Cl)cc2)CC1 | -3 | -0.4 | -1 | -9 | 42* | -19 | 10 | -15 | -3 | -2 | 8
COCCCn1c(O)c(/C=C2\N=C(C#N)C(=Nc3ccc(C)cc3)O2)sc1=S | 2 | 0.3 | 9 | 2 | 35 | -6 | 7 | 5 | 6 | 0 | -1
O=C(CCCCCn1c(=S)[nH]c2ccccc2c1=O)NCc1ccc2c(c1)OCO2 | 15 | 10* | -8 | 3 | 1 | 18 | 9 | -23 | 1 | 20 | 3
CC(=O)Oc1ccc(C(=O)Nc2cccc(NC(=O)c3ccco3)c2)cc1 | 2 | 2.0 | 1 | 9 | 4 | -3 | 1 | 9 | -2 | 5 | 3
Cc1ccccc1C(=O)/C=C1/c2ccccc2CC(C)(C)N1C | 11 | -0.6 | -1 | 7 | -4 | 3 | 13 | -6 | 3 | 12 | -1
Cc1nn(-c2ccc(F)cc2)c(Cl)c1/C=C(\CC(=O)O)c1nc2ccccc2s1 | 1 | -0.3 | -5 | 0 | -2 | 1 | -8 | 5 | 21 | 9 | 7
CCCN1Cc2cccc(C(=O)NCCc3ccccc3)c2C1=O | 20 | -2.1 | -7 | -1 | 2 | 0 | -12 | -5 | -10 | 10 | -4
CN(CC1CCCO1)S(=O)(=O)c1ccc(C(=O)Nc2nccs2)cc1 (configuration not stated) | 10 | -0.6 | -8 | 0 | -5 | -7 | -28 | 1 | 12 | -2 | -7
COc1ccccc1-n1c(CNC(=O)c2ccccc2)nnc1SCC(=O)Nc1nnc(C)s1 | 22 | 2.3 | -10 | -1 | -4 | 18 | -5 | -14 | 5 | 10 | -3
CC12CCC(C)(O1)C1C(=O)N(c3nccs3)C(=O)C12 (configuration not stated) | 9 | -1.6 | -11 | 3 | -1 | 4 | 26 | -8 | 7 | 22 | -3
CC(C)CC1C(=O)N(Cc2cn(CCC3OCCCO3)nn2)CCS(=O)(=O)N1Cc1ccc(-c2ccc(Cl)cc2)cc1 (configuration not stated) | 4 | -2.1 | -4 | -2 | 5 | 8 | 12 | -28 | 0 | 11 | -11
Cc1ccsc1C(=O)C1CCCN(Cc2cn(C)nc2-c2ccccc2)C1 (configuration not stated) | 7 | -3.2 | 0 | -4 | 5 | 11 | -25 | 0 | 0 | 7 | 0
COc1ccc(NC(=O)CN(C)CC(=O)c2c(C)[nH]c3ccccc23)cc1 | -4 | 2.1 | -11 | 16 | -3 | -5 | -5 | -4 | -9 | 14 | -13
COC(=O)[C@@]12C[C@@H](CC(=O)NCC3CCCCC3)C(=O)N(Cc3ccccc3)C1=CCC(C)(C)C2 | x | x | 2 | 0 | x | -6 | 11 | x | x | -13 | x
CCOc1ccc2ccccc2c1C(=O)N[C@@H]1C(=O)N2[C@@H]1SC(C)(C)[C@@H]2C(=O)O | 15&10 | 3.4&-0.1 | 1&2 | -8&-16 | 2&0 | -2&16 | -2&-18 | 5&6 | -8&12 | -2&6 | -7&8
O=C(NCCc1cccc(F)c1)C1CCC(=O)N(C2CCCCCC2)C1 (configuration not stated) | 10 | -2.5 | -10 | -3 | 1 | 12 | -23 | -1 | 8 | 10 | 0

Grouped by structure, the entries above with an aryl thioether with sulfur outside any ring
SMILES | MC4R antag cAMP | MC4R ag barr | NOD2-RIPK2 inh | ABHD5-PLIN5 inh | EBV LMP1 NFkB | COUP-TFII inh | SRC2 inh | NCOA1 inh | NCOA3 inh | NR5A2 inv ag | TLR9-MyD88 block
Cc1cc(NC(=O)CSc2nc(Cc3ccc(O)cc3)c(C)[nH]2)no1 | 4 | -0.3 | -18 | 4 | -12 | -13 | -1 | 3 | 19 | 11 | -22
Nn1c(SCC(=O)Nc2ccccc2Oc2ccccc2)nnc1C1CC1 | -1 | -2.5 | -2 | 2 | 8 | 2 | -16 | -26 | 16 | -8 | 1
O=C(CSc1nnc(NC(=O)c2ccccc2[N+](=O)[O-])s1)NC1CCCC1 | 12 | -1.0 | -4 | 6 | -5 | -13 | 19 | 0 | 13 | -10 | 1
CSc1cccc(NC(=O)C2(S(=O)(=O)c3ccc(C)cc3)CC2)c1 | 5 | -1.9 | -3 | -3 | -2 | -2 | -2 | -5 | 8 | -20 | -6
COc1ccc(NC(=O)CSc2nnc(Cc3cccn3C)n2-c2ccc(F)cc2)cc1OC | 7 | 0.1 | -3 | 3 | -13 | 2 | 11 | -4 | 6 | -5 | -9
CN(CC(=O)Nc1ccc(SC(F)F)cc1)C1CCCCC1 | 7 | -1.7 | 7 | -5 | -8 | 8 | 12 | -4 | 1 | 4 | 1
O=c1ccn(Cc2ccccc2)c(SCc2ccccc2)n1 | 8 | -0.2 | 3 | 0 | 7 | -4 | -6 | 4 | -5 | -1 | -3
COc1ccccc1-n1c(CNC(=O)c2ccccc2)nnc1SCC(=O)Nc1nnc(C)s1 | 22 | 2.3 | -10 | -1 | -4 | 18 | -5 | -14 | 5 | 10 | -3

Exported with values ahead of the structure: part of the list above
MC4R antag cAMP | MC4R ag barr | NOD2-RIPK2 inh | ABHD5-PLIN5 inh | EBV LMP1 NFkB | COUP-TFII inh | SRC2 inh | NCOA1 inh | NCOA3 inh | NR5A2 inv ag | TLR9-MyD88 block | smiles
8 | -0.2 | 3 | 0 | 7 | -4 | -6 | 4 | -5 | -1 | -3 | O=c1ccn(Cc2ccccc2)c(SCc2ccccc2)n1
-2 | 1.6 | -11 | 8 | -6 | 0 | 12 | 5 | -2 | 7 | 8 | CN(C)c1nc(NS(=O)(=O)c2ccc(Cl)cc2)nc(N(C)C)n1
